Source: PubChem BioAssay
STEP block = inhibitors of human striatal-enriched phosphatase STEP; P54829; recombinant STEP, OMFP fluorogenic substrate, fluorescence; inhibition, % at 20 µM; 0.25% of 360,000 active; AID 588621;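 active = inhibition at 20 µM, scaled per plate between control wells, above about 37%, limit read from the data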;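 also: 0% = DMSO with enzyme and substrate and 100% = substrate only without enzyme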
Target sequence (P54829 whole entry, looked up): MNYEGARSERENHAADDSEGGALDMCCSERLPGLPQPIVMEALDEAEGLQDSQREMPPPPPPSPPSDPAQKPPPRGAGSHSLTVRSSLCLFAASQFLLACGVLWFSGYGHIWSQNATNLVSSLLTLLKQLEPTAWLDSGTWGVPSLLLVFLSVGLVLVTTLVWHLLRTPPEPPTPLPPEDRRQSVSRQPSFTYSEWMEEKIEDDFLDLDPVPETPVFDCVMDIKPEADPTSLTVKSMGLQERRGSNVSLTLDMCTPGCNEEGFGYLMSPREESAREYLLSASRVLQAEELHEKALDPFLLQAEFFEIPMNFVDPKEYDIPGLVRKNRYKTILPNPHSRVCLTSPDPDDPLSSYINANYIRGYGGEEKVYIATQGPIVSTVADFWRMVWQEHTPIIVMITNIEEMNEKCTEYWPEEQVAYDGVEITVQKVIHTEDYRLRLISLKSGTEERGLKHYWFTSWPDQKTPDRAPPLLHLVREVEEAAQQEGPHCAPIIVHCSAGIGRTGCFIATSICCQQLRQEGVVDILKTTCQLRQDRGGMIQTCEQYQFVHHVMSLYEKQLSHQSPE
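Assay system: isolated STEP enzyme / Timing: 20 min at room temperature, dark / Doses: 20 µM, 1% DMSO / Technique: fluorescence intensity, excitation 480 nm, emission 540 nm / Reagent: fluorogenic phosphatase substrate OMFP at 25 µM final / Measure: percent inhibition scaled to no-enzyme and uninhibited-enzyme controls, plate-pattern corrected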
LMPTP block = LMPTP (human) inhibition | inhibition, % at 20 µM | P24666 | recombinant LMPTP-A, OMFP fluorogenic substrate, fluorescence intensity | AID 651560 | 0.22% of 360,000 active;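 active = compounds that cut the enzyme signal by at least half of the control window in the single-dose screen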;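 also: plate controls were DMSO wells with enzyme plus substrate for no effect and substrate without enzyme for full effect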
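Test system – LMPTP-A phosphatase enzyme · Quantity – 0.625 nM LMPTP-A final · Reagent – OMFP substrate, 400 µM final · Dosing – one test concentration per compound, 20 µM, with 3% DMSO overall · Timing – 50 min enzyme reaction at room temperature, protected from light · Detection – fluorescence intensity · Controls – substrate-only low control, DMSO enzyme-plus-substrate high control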
Tb MetRS inh = blocks T. brucei methionyl-tRNA synthetase activity; purified T. brucei MetRS, ATP depletion, Kinase-Glo luminescence; inhibition, % at 11.9 µM; 0.4% of 360,000 active;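 active = inhibition above a per-plate cutoff of the control wells' mean inhibition plus 3 SD, cut at about 5.5% in these data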;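 also: 0% = DMSO wells median and 100% = median of wells with control inhibitor compound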
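Material – parasite MetRS enzyme · Medium – HEPES-MgCl2-KCl buffer plus DTT, spermine, BSA, pyrophosphatase · Reagent – ATP, methionine and E. coli bulk tRNA substrates · Times – 15 min enzyme-compound preincubation, 2 h reaction, 10 min detection, 25 °C · Measured by – luminescence of leftover ATP · Evaluation – percent inhibition relative to median high and low control wells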
Rpn11 block = Rpn11 (human) deubiquitinase inhibition | O00487 | human 26S proteasome, Ub4-pepOG fluorescence polarization; 20S core pre-blocked with epoxomicin | calls only at 20 µM | 0.59% of 360,000 active;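 active = inhibition at 20 µM, scaled to each plate's controls, above about 33%, limit read from the data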
Target sequence (O00487 whole entry, looked up): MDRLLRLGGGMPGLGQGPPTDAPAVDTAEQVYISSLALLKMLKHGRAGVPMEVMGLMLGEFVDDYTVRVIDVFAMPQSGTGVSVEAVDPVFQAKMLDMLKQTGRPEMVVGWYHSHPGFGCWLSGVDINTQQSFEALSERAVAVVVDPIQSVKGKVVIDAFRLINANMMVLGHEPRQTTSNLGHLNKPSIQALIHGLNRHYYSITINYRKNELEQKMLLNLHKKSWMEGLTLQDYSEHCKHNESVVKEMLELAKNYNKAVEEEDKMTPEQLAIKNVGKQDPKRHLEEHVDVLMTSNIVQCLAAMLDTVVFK
NadD inh = blocks S. aureus nicotinate mononucleotide adenylyltransferase; purified NadD enzyme, colorimetric absorbance read-out; inhibition, % at 20 µM; 0.78% of 360,000 active; AID 602399; in the data active = inhibition above about 26%; also: some compounds past the cut are filed as inactive
CSN deneddyl inh = CSN deneddylation inhibition; inhibition, % at 12.5 µM; Purified CSN, SCF-Nedd8-OG deneddylation, fluorescence polarization; AID 651999; 0.38% of 360,000 active;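 active = pattern-corrected inhibition above about 35%, with an unprinted fluorescence ratio check between 0.5 and 1.5, limit read from the data, passing the limit was not always enough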;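 also: 0% = enzyme with substrate and 100% = substrate without enzyme; some results filed as inactive read as strong as hits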
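assay system = purified human Csn5 enzyme expressed in HEK293T cells | amount = 0.24 nM enzyme | buffer or medium = Tris/NaCl/DTT buffer, pH 7.5 | reagent = 10 nM SCFSkp2-Nedd8OG | compound = one concentration, 12.5 µM, 0.25% DMSO | times = 90 min reaction at room temperature | signal = FP | read-out basis = % inhibition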
DNMT1 block = blocks human DNA methyltransferase DNMT1 | inhibition (reported as % activation of signal), % at 10 µM | P26358 | 0.83% of 360,000 active | DNMT1 molecular beacon, Hinp1I cleavage, fluorescence | AID 588458; in the data active = inhibition above about 50%
Scp1 inh = inhibitors of human Scp-1 phosphatase; Q9GZU7; Recombinant Scp1, phosphopeptide, malachite green phosphate absorbance; inhibition, % at 20 µM; 0.88% of 340,000 active; AID 493091;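 active = inhibition above about 50% at 20 µM, limit read from the data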;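 also: plate controls were DMSO wells with enzyme for no effect and wells lacking enzyme for full effect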
Target sequence (Q9GZU7 76-261 limits assumed): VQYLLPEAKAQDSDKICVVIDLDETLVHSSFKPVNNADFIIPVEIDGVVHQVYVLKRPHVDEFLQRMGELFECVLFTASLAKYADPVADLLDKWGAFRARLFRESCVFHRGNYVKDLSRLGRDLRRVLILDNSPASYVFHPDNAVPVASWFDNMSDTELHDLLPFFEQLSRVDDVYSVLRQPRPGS
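assay system = SCP-1 phosphatase catalytic domain, residues 76-261 | buffer or medium = 50 mM Tris acetate pH 5.5, 0.005% Tween-20, 10 mM MgCl2 | incubation = enzyme reaction 45 min at room temperature, colour 5 min, stabilisation 30 min | signal = Phosphate-binding colour reagent, absorbance read at 630 nm | measure = % inhibition at 20 µM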
SUMO1 PPI mod = alters human SUMO1 binding to SIM partners; 0.33% of 360,000 active; inhibition, % at 20 µM; AID 602429; P63165; SUMO1 binding to a labelled peptide, TR-FRET, 1 h; in the data active = inhibition above about 37%
MLLE-PAM2 inh = inhibitors of microRNA-mediated deadenylation, human PABP1 MLLE binding; P11940; GST-MLLE / FITC-PAM2 fluorescence polarization; inhibition, % at 20 µM; 0.36% of 360,000 active; in the data active = inhibition above about 35%, passing the limit was not always enough;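 also: plate controls were DMSO wells with GST-MLLE for no effect and wells lacking GST-MLLE protein for full effect; some results filed as inactive read as strong as hits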
* = called active by the depositor; i = inactive; . = not tested or not shown; + = active, no number.

SMILES	STEP block	LMPTP block	Tb MetRS inh	Rpn11 block	NadD inh	CSN deneddyl inh	DNMT1 block	Scp1 inh	SUMO1 PPI mod	MLLE-PAM2 inh
CCc1noc(C)c1C(=O)Nc1ccc(F)c(F)c1	2	-0.6	-0.3	i	1	0	2	-4	2	-12
CC(=O)c1cccc(NC(=O)C2CC(=O)N(CCc3ccccc3)C2)c1 (stereo not drawn)	0	-1.0	1.4	i	-4	-3	-1	6	2	-5
C/C(=N\NC(=O)COc1cccc2ccccc12)c1cccs1	1	0.4	-0.8	i	-6	-2	2	-2	1	7
O=C(N[C@H]1C/C=C\C(c2ccc(F)cc2)N(Cc2ccccc2)C(=O)C1)OCC1c2ccccc2-c2ccccc21 (stereo partly drawn)	0	1.2	0.1	i	-9	2	5	-7	-2	-2
Cc1cccnc1NC(=O)c1ccc2c(c1)OCCO2	-1	-0.5	-0.5	i	-2	1	3	-1	0	4
C[C@H](NC(=O)c1[nH]cnc1C(=O)Nc1ccc(CNC(=O)OC(C)(C)C)cc1)C(=O)OCc1ccccc1	0	2.8	-0.5	i	16	9	6	-5	-3	3
CC1CN(C(=O)c2cc(S(=O)(=O)N3CCCC3)ccc2Cl)CC(C)O1 (stereo not drawn)	-2	-1.3	-0.1	i	-4	0	2	1	3	5
CC(NCCS(=O)(=O)c1ccc(Cl)cc1)c1cccc(Cl)c1 (stereo not drawn)	-1	-0.6	-0.8	i	-6	6	1	-3	6	-14
O=C(Nc1ccc(N2CCOCC2)cc1N1CCOCC1)c1ccc(F)cc1	4	5.5	-0.5	i	5	3	2	2	25	-4
Cc1ccc(NS(=O)(=O)c2ccc(C(=O)N3CCOCC3)cc2)cc1	0	0.0	-0.3	i	2	5	1	-9	-3	8
COc1ccccc1NC(=O)CSc1nnc(CC(=O)Nc2cccc(C(F)(F)F)c2)n1C	-1	0.3	0.5	i	5	0	-3	-5	0	-8
CCN(C(=O)COc1nc(C)cc(C)c1C#N)c1ccccc1	-2	-1.5	-0.9	i	0	-1	3	0	3	-43
COc1cccc(NS(=O)(=O)Cc2ccccc2)c1	0	-0.8	0.1	i	0	2	-5	3	-3	11
O=C(NNC(=O)c1cccs1)c1ccc(Cl)c(Cl)c1	2	-1.3	-0.7	i	3	-3	2	7	-2	-10
CCn1cc(C(=O)NCc2ccncc2)c(=O)c2cc(F)c(N3CCN(C(=O)c4ccco4)CC3)cc21	8	1.5	0.4	i	4	-2	-6	-4	14	8
COC(=O)c1[nH]c2ccccc2c1NC(=O)/C=C/c1ccc2c(c1)OCO2	1	-0.3	-0.6	i	3	0	4	-13	-1	10
Cc1ccc(C)c(N(CC(=O)Nc2cc(Cl)ccc2Oc2ccccc2)S(C)(=O)=O)c1	1	3.6	-0.1	i	-2	-5	-7	-13	4	6
CCC1(C)Cc2c(sc3nc(NC)n(C)c(=O)c23)CO1 (stereo not drawn)	-1	-1.5	-0.2	i	-6	-1	1	6	-5	18
O=C(/C=C/c1ccc(Cl)cc1)N(Cc1ccccc1)c1ccccn1	0	2.0	-0.5	i	-1	-3	3	6	-1	1
Cc1ccc(NC(=O)CN2CCN(C)CC2)cc1Br	0	-0.7	-0.8	i	-3	0	2	-9	2	-4
C=CCN1C(=O)CN=C1Nc1ccccc1	-3	-0.9	0.0	i	3	-6	0	-11	1	-12
Cn1c(=O)c2c(-c3ccccc3)n(N3CCOCC3)cc2n(C)c1=O	-3	-1.1	-0.7	i	-4	-1	0	-2	-4	8
O=C(OC1CCN(c2ccc([N+](=O)[O-])cc2)CC1)c1ccccc1	4	0.9	-1.6	i	3	-2	-4	-5	-2	-3
CC1=C(C(=O)OCc2ccccc2)C(c2ccccc2OS(=O)(=O)c2ccc([N+](=O)[O-])cc2)NC(=O)N1CCCC(=O)O (stereo not drawn)	4	0.9	-0.4	i	6	-2	-2	-9	-19	-1
C=CCn1c(SCC(=O)Nc2ccc3c(c2)OCO3)nnc1-c1ccccc1O	-1	-0.4	-0.9	i	-4	-2	-3	-6	3	-3
Other records
SMILES	STEP block	LMPTP block	Tb MetRS inh	Rpn11 block	NadD inh	CSN deneddyl inh	DNMT1 block	Scp1 inh	SUMO1 PPI mod	MLLE-PAM2 inh
Cc1ccc(-c2csc3ncnc(NCCC(=O)O)c23)cc1	0	0.2	0.2	i	1	1	1	0	13	-6
Cc1cccc(NC(=O)CC2(CC(=O)O)CCCC2)c1	0	-1.2	0.9	i	0	3	2	-1	3	-1
CC(=O)N1CCc2cc(N=NC3=C(O)CC(C)(C)CC3=O)ccc21	4	11	-0.2	+	1	29	-1	-6	-63	-95
Cc1cc(C)nc(CCNC(=O)CC2C(=O)NCCN2Cc2ccccc2)n1 (stereo not drawn)	1	-2.2	-0.1	i	-1	0	-2	-6	-3	10
O=C(OCCN1CCCCC1)c1ccccc1Br	-2	0.0	-0.8	i	-2	-3	3	-1	-1	8
O=C(CCn1nnc2ccccc21)N1CCC(O)(c2cccc(F)c2)CC1	-2	-0.6	-0.7	i	-4	1	1	-9	2	14
O=C(Cc1cccs1)Nc1ccc(F)cc1	-3	-2.9	0.1	i	-6	-5	-1	-9	0	3
Cc1noc(C)c1NC(=O)Nc1ccc2c(c1)C(=O)N([C@H](C)CO)C[C@H](C)[C@@H](CN(C)S(C)(=O)=O)O2	-1	-0.2	-0.7	i	0	-3	3	10	4	-1
Cc1cc(NC(=O)CSc2nc3sc(C)c(C)c3c(=O)n2C2CCCC2)no1	-1	-1.1	-0.6	i	5	-2	4	7	2	6
COc1ccc(CCNC(=O)C2CCCN(S(=O)(=O)c3ccc(F)cc3)C2)cc1 (stereo not drawn)	1	-0.3	-0.5	i	-2	0	0	-2	1	-2
COc1cccc(-c2n[nH]c(=S)n2Cc2ccco2)c1OC	-5	0.2	-0.8	i	4	5	-2	-3	-1	-5
CNc1nc(N)c([N+](=O)[O-])c(Nc2ccccc2OC)n1	-1	-0.5	-1.2	i	-3	2	-2	-12	1	-3
Cc1ccc(S(=O)(=O)N2CCOCC2)cc1C(=O)Nc1ccccn1	0	-1.8	-1.6	i	2	-4	-1	-3	2	-3
O=C(Cn1c(C(=O)NCc2ccco2)cc2sccc21)c1ccccc1	0	-0.1	-0.9	i	-15	-4	-4	-17	1	-4
CSc1nc(N)c(C#N)c(-c2ccc(Cl)cc2)c1C#N	8	1.8	-1.4	i	-8	2	3	-4	-6	-5
Cc1cccc(NC(=O)CSc2nnc(-c3cnccn3)n2Cc2ccco2)c1	-1	-0.8	-0.5	i	6	6	-13	0	6	-7
CCOc1ccc(C2C(C#N)=C(N)N(c3sc4c(c3C#N)CCCC4)C3=C2C(=O)CCC3)cc1 (stereo not drawn)	2	1.6	0.3	i	55*	8	-14	-16	2	-24
N#Cc1ccc(/C=C(\C(=O)C(=O)O)c2ccc3ccccc3n2)cc1	-1	0.1	-0.9	i	-4	5	5	-2	-31	-39
NC(=O)C1=C[C@H](c2csc3ccccc23)C[C@H](OCCCCO)O1	1	-0.1	0.3	i	-7	2	-13	2	-5	12
CC(=O)NCCNC(=O)C1CCC(CNc2nc(=S)[nH]c3ccccc23)CC1 (stereo not drawn)	-3	6.5	-0.8	i	0	-3	3	-14	0	-11
CCOc1ccccc1NC(=S)NCc1ccco1	3	0.6	-0.4	i	6	29	-1	-11	12	-1
CCOC(=O)C(C(=O)N(C)C)c1ncc(C(F)(F)F)cc1Cl (stereo not drawn)	-6	-0.6	-2.2	i	5	-3	6	-5	2	-9
CN(CC(=O)Nc1ccc(Cl)cc1)C(=O)c1cccc(S(=O)(=O)NCc2ccccc2)c1	-1	0.8	0.4	i	-8	3	5	-5	2	-10
Cn1nnc(NC(=O)c2ccc(Br)o2)n1	-1	-2.1	-0.1	i	2	-5	4	0	-3	6
C/C(=N\NC(=O)C1COc2ccccc2O1)c1ccc(C)o1 (stereo not drawn)	-1	-0.1	-1.0	i	4	-6	-1	0	-6	-5

Random excerpt: 4 records from the list.
SMILES	STEP block	LMPTP block	Tb MetRS inh	Rpn11 block	NadD inh	CSN deneddyl inh	DNMT1 block	Scp1 inh	SUMO1 PPI mod	MLLE-PAM2 inh
Cc1ccc(S(=O)(=O)N2CCOCC2)cc1C(=O)Nc1ccccn1	0	-1.8	-1.6	i	2	-4	-1	-3	2	-3
O=C(CCn1nnc2ccccc21)N1CCC(O)(c2cccc(F)c2)CC1	-2	-0.6	-0.7	i	-4	1	1	-9	2	14
Cc1cccc(NC(=O)CSc2nnc(-c3cnccn3)n2Cc2ccco2)c1	-1	-0.8	-0.5	i	6	6	-13	0	6	-7
CCOC(=O)C(C(=O)N(C)C)c1ncc(C(F)(F)F)cc1Cl (stereo not drawn)	-6	-0.6	-2.2	i	5	-3	6	-5	2	-9

Continued.
SMILES	STEP block	LMPTP block	Tb MetRS inh	Rpn11 block	NadD inh	CSN deneddyl inh	DNMT1 block	Scp1 inh	SUMO1 PPI mod	MLLE-PAM2 inh
Cc1cc(C)n2nc(SCC(=O)Nc3ccc(F)cc3)nc2n1	-5	-1.1	-1.2	i	1	-2	6	11	1	-10
COc1ccc(C2CN=NC2C(=O)c2ccccc2)cc1 (stereo not drawn)	-3	0.1	0.0	i	0	-2	-3	9	-7	-13
NCC1C2CCC(O2)C1CO (stereo not drawn)	2	-2.2	-0.1	i	-3	-1	8	.	-1	-4
O=C(/C=C1\NCC2c3ccccc3CCN2C1=O)c1ccccc1 (stereo not drawn)	0	-0.5	-0.6	i	-3	-1	-3	-4	-9	21
Cn1c(=O)n(C)c2cc(CNc3ccc(N4CCOCC4)c(C(=O)O)c3)ccc21	4	-1.5	-0.4	i	-2	-1	-12	-11	1	-7
CCCNc1c(NS(=O)(=O)c2ccc(C(C)(C)C)cc2)c(=O)oc2ccccc12	-2	-1.6	-0.4	i	-1	0	9	-9	0	13
CSC(C1CCCC1)n1nnc2ccccc21 (stereo not drawn)	0	-0.8	-0.2	i	-1	2	8	1	2	2
CNC(=O)/C(C#N)=C/c1ccc(-c2ccc(Cl)cc2)o1	1	46	0.1	i	-5	-2	49	-6	-17	-2
Clc1ccc(-c2cnc3ccccc3n2)cc1	0	0.4	-0.7	i	0	-3	3	-7	9	-2
Cc1ccccc1S(=O)(=O)Cc1ccc(C(=O)NC2CCCCC2)o1	2	0.7	-0.3	i	-2	-7	2	-6	4	4
